Screening results as filed in PubChem.
EPAC1 agonist: EPAC1 (human) agonism; hit rate 0.073% among 360,000; AID 720707; EPAC1 agonist qHTS, biochemical assay; response scale: 100% = response to 6.5 mM cAMP; O95398; Potency, µM (top dose mostly 154 µM), without a hit: at the highest dose activation, usual class: activators; note: potency is the fitted concentration of half-maximal effect; nearly all actives have a fitted effect of over 60% in size
Target sequence (O95398 whole entry, looked up): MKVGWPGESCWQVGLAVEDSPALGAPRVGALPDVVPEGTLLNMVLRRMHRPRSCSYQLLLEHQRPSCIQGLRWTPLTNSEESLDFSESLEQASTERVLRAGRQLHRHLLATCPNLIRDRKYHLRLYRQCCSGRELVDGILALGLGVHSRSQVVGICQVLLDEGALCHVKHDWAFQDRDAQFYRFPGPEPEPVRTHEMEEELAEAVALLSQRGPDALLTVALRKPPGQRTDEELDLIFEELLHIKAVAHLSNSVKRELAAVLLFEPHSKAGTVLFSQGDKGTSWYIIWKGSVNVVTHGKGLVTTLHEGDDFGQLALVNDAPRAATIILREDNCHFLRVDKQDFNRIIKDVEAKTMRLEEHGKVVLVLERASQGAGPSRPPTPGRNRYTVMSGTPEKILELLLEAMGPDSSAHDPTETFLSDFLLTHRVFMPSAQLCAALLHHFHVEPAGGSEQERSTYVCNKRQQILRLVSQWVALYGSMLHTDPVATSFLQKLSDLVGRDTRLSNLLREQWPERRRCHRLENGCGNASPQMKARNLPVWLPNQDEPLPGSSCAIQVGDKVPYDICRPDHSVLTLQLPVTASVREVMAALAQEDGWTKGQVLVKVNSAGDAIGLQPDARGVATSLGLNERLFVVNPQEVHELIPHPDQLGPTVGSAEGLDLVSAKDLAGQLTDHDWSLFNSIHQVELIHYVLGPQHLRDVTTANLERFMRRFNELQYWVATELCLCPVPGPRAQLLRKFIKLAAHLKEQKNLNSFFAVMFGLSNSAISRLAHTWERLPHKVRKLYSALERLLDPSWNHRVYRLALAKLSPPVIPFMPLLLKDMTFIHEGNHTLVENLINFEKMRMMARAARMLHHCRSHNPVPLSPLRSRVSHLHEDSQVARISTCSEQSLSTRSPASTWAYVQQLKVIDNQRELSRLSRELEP
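Nucleotide exchange assay: 100 nM EPAC1 with 250 nM Rap1B loaded with BODIPY-GDP and 50 uM GDP, room temperature. Fluorescence (480/540 nm) read every 5 min for 30 min; signal change normalized to 6.5 mM cAMP as full agonist.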
CCT chaperon mod: cytosolic chaperonin activity modulation; purified chaperonin ATPase assay, HTRF ADP detection, 30 min; activity change, % (concentration not given with the values), hits read low; AID 651819; hit rate 0.3% among 360,000; in the data active = activity change below about -30%; note: % is set by controls: 0 for no effect and ±100 for the full control effect
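TRiC (40 or 20 nM final, by batch activity) in 30 mM Tris pH 7.4, 100 mM KCl, 5 mM MgCl2, 1 mM DTT was treated with compound at 76 uM single dose, then 10 uM ATP, 30 min at 37 °C. ADP was read by HTRF Transcreener.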
EPAC1 antag: EPAC1 (human) antagonism; O95398; EPAC1 GEF assay, Rap1b-BODIPY-GDP exchange fluorescence; Potency, µM (highest dose often 115 µM), inactives show top-dose activity change, negative = inhibition, usual class: inhibitors; hit rate 0.14% among 360,000; AID 720709;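 note: potency is the fitted concentration of half-maximal effect; plate controls were vehicle for no effect and positive control for full effect; nearly all actives have a fitted effect of over 50% in size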
PLK1 PBD block: blocks phosphopeptide binding to human PLK1 polo-box domain; Plk1 PBD binding of FITC phosphopeptide, fluorescence polarization; hit rate 2.8% among 360,000; Potency, µM, for the others: max response, negative = inhibition, hits mostly inhibitors; P53350; note: potency is the fitted concentration of half-maximal effect; series mostly up to about 57 µM; % is set by controls: 0 for no effect and ±100 for the full control effect; nearly all actives have a fitted effect of over 65% in size
EPAC2 antag: EPAC2 (human) antagonism; EPAC2 GEF exchange of Rap1B-BODIPY-GDP, fluorescence; Potency, µM (titrated, usually from 114 µM), inactives show top-dose activity, negative = inhibition, most hits filed as inhibitors; hit rate 0.18% among 360,000; AID 720708; note: potency is the fitted concentration of half-maximal effect; % is set by controls: 0 for no effect and ±100 for the full control effect; nearly all actives have a fitted effect of over 45% in size; many of its hits are not listed in these tables
PI5P4Ka inh: PI5P4K alpha (human) kinase inhibition; P48426; PI5P4Kalpha enzyme, ADP-Glo luminescence, 60 min; hits give low values; max response, %; hit rate 1.2% among 330,000; AID 652105; active = max response of -50% or lower; inconclusive = between -30% and -50%; inactive = -30% or higher; note: value at the top dose of about 77 µM; % is set by controls: 0 for no effect and ±100 for the full control effect
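Single end-point luminescence (ADP-Glo) quantified ADP from PI5P4Kalpha turnover; ATP 5 microM final, 1 h at RT, 0.1% CHAPS and 0.28 mM EGTA in HEPES pH 7.4.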
WRN inhibitor: blocks human WRN helicase; Potency, µM (highest dose often 114 µM), inactives show at the highest dose activity change, negative = inhibition, most hits filed as inhibitors; WRN helicase unwinding, fluorescent forked duplex, kinetic; hit rate 0.46% among 360,000; note: potency is the fitted concentration of half-maximal effect; % is set by controls: 0 for no effect and ±100 for the full control effect; nearly all actives have a fitted effect of over 55% in size
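Kinetic fluorescence helicase assay: unwinding of a quenched forked DNA duplex (100 nM final) with 2 mM ATP final raises red fluorescence (525/598 nm). Compounds sat 15 min at room temperature with 20 nM WRN beforehand.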
Mm-Cpn inhibitor: M. maripaludis TRiC chaperonin inhibition; AID 504842; purified Mm-Cpn ATPase, ADP Transcreener TR-FRET; Potency, µM (titrated, usually from 76.9 µM), for inactives: at the highest dose activity, negative = inhibition, hits mostly inhibitors; hit rate 0.031% among 330,000; note: potency is the fitted concentration of half-maximal effect; % is set by controls: 0 for no effect and ±100 for the full control effect; nearly all actives have a fitted effect of over 80% in size
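ATP (10 uM final) was added to archaeal chaperonin (25 nM final) after 10 min exposure to test compound at 37°C; after 30 min further incubation, ADP was detected by competitive TR-FRET.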
An asterisk follows results filed as active; ? = inconclusive; . = no result given; [ ] = dose if it differs, or a comment. Unless noted, calls come from the whole dose curve; as a rule, active = well fitted curve in the direction sought with a large enough effect; inconclusive = small, poorly fitted or top-dose-only effect, or another doubt; inactive = no such curve, though single readings can be large; an effect the other way counts as inactive or inconclusive.

SMILES	EPAC1 agonist	CCT chaperon mod	EPAC1 antag	PLK1 PBD block	EPAC2 antag	PI5P4Ka inh	WRN inhibitor	Mm-Cpn inhibitor
CC(=O)Nc1ccc(S(=O)(=O)N2CCC(C(=O)NCc3ccncc3)CC2)cc1	5.5%	1.4	3.4%	-8.2%	0.3%	-4.1	-7.9%	1.3%
CCOC(=O)c1[nH]c(C)c(C(=O)Nc2ccccc2F)c1C	1.4%	2.1	7.4%	-2.3%	1.9%	-4.1	-2.1%	-1.9%
Cc1ccc(N/C=C2\CCCCC2=O)c(C)c1	1.3%	-1.6	-0.9%	-8.4%	-7.5%	-3.1	5.2%	1.2%
O=S(=O)(NCCc1ccccn1)c1cc(Cl)cc(Cl)c1O	-3.8%	-0.7	-18.9%	-6.6%	-15.9%	-6.4	-0.8%	0.3%
O=C(Nc1ccc(N2CCCCCC2)cc1)c1ccccc1Cl	8.9%	0.5	5.0%	-0.6%	1.6%	4.2	-7.2%	-0.4%
O=C(OCC(=O)C12CC3CC(CC(C3)C1)C2)c1cnccn1	0.4%	1.1	0.1%	-1.1%	-3.9%	4.3	-8.2%	1.5%
O=C(C1CCN(Cc2ccc(F)cc2)CC1)N(CCc1ccccc1)Cc1ccccc1	-5.4%	-1.6	-27.6%	2.7%	-18.5%	2.6	-20.5%	-20.4%
COc1cc(CN2CCCCCC2)cc(OC)c1O	11.6%	-1.5	-11.0%	-16.1%	3.1%	-5.7	11.7%	1.7%
Cc1ccc(S(=O)(=O)NC(=O)C2(C)CCN2C(=O)c2ccc(C(F)(F)F)nc2C)cc1 (centres undefined)	-6.5%	-0.1	-5.9%	-8.1%	0.0%	4.2	9.0%[57.1 µM]	.
C#CCSc1nnnn1-c1cccc(Cl)c1	0.7%	-0.6	5.2%	1.9%	-21.7%	1.0	-1.2%	-0.8%
Cc1ccccc1NC(=O)c1ccc([N+](=O)[O-])o1	-0.5%	0.8	11.2%	-9.7%	1.6%	-0.1	-3.0%	-0.2%
COc1ccc(CC(=O)O/N=C(\N)c2ccccn2)cc1OC	-0.6%	0.9	-8.9%	-7.2%	5.2%	-0.2	1.0%	-1.6%
C=CCn1c(CCC(=O)O)ccc1-c1ccccc1	1.1%	-1.3	-10.3%	-9.7%	0.0%	.	-5.4%	3.0%
CC1CN(C(=O)c2ccn(C)n2)CC(C)O1 (centres undefined)	6.1%	-0.2	-6.0%	0.1%	8.2%	-1.4	7.6%	-1.0%
COC(=O)CCC(=O)NNC(=O)c1cccc(Br)c1	8.7%	-1.0	-8.8%	-9.0%	0.6%	3.5	-20.9%	-0.1%

Looked up above.
Result for CC(=O)Nc1ccc(S(=O)(=O)N2CCC(C(=O)NCc3ccncc3)CC2)cc1 in CCT chaperon mod: 1.4
Result for C#CCSc1nnnn1-c1cccc(Cl)c1 in EPAC1 antag: 5.2%

(further entries)
SMILES	EPAC1 agonist	CCT chaperon mod	EPAC1 antag	PLK1 PBD block	EPAC2 antag	PI5P4Ka inh	WRN inhibitor	Mm-Cpn inhibitor
Cc1cccc(Cl)c1NC(=S)N1CCN(c2ccc([N+](=O)[O-])cn2)CC1	-3.0%	-1.2	-21.9%	-14.5%	-20.3%	3.2	-7.8%	0.1%
COc1ccc(CNC(=O)Cc2csc(Nc3nc(=S)[nH]c4ccccc34)n2)cc1	2.9%	0.6	2.7%	-9.1%	0.1%	-10.7	-6.8%	-20.9%
CC1(OC(=O)CCc2ccccc2)C(=O)C=C2C=C(c3ccc(C#N)cc3)N(CCc3ccccn3)C=C2C1=O (centres undefined)	-17.2%	-0.5	2.2%	-22.6%	-7.3%	-10.2	0.0%	-0.2%
COc1ccc(NC(=O)COC(=O)/C=C/c2cnc3ccccc3n2)cc1	7.7%	-0.9	-0.4%	-13.6%	-2.5%	-8.1	-33.3%[57.1 µM]	-0.8%
Cc1ccc(C)c(Nc2c([N+](=O)[O-])cc(C(=O)N3CC(=O)Nc4ccccc43)cc2[N+](=O)[O-])c1	2.4%	2.0	-10.9%	-1.8%	7.1%	3.0	5.0%	0.7%
O=C(NCc1ccncc1)c1ccc(Oc2ccccc2)cc1	9.9%	0.7	-8.4%	10.6µM*	-3.7%	?	-1.0%	1.3%
CCOc1ccc(CCNC(=O)c2cccc(NC3=NC4CS(=O)(=O)CC4S3)c2)cc1 (centres undefined)	-8.3%	0.0	-11.9%	-6.4%	-4.9%	3.6	-0.5%	-0.2%
CCOC(=O)/C=C1\SCC(=O)N1CC(=O)Nc1ccccc1OC(F)F	-9.6%	-1.4	9.1%	5.5%	10.0%	0.9	3.7%	-10.2%
C/C(=N\NC(=S)Nc1ccc(C)cc1)c1cc2ccccc2o1	5.3%	-0.3	-9.2%	-2.2%	-4.1%	26.5	-3.8%	-4.1%
CC(=O)Nc1c(F)cc(Br)cc1F	-14.4%	0.3	-10.8%	-1.8%	20.7%	0.0	-10.0%	1.0%
O=C(O)c1cc(NS(=O)(=O)c2ccc(NCc3ccccc3)c([N+](=O)[O-])c2)cc(C(=O)O)c1	3.0%	-1.7	-12.3%	-7.4%	4.4%	-2.5	-8.9%[11.6 µM]	1.0%
COc1ccc(NC(=O)CN(C)C(=O)Cc2c[nH]c3ccccc23)cc1	-7.4%	-0.3	-10.0%	-6.7%	-6.9%	6.0	-13.6%	-1.8%
O=C(c1ccc(Cl)cc1)N1CCc2ccccc21	6.8%	-0.8	-32.0%	-15.7%	-14.8%	-1.1	-9.1%	1.0%
O=C(c1ccc(C(F)(F)F)cc1)c1c[nH]c(C(=O)NCCCn2ccnc2)c1	-3.4%	-1.5	7.6%	-3.4%	-0.7%	.	6.3%	-0.2%
COC(=O)c1ccc(CSc2nc3c(c(=O)n2-c2ccc(Br)cc2)SCC3)o1	18.5%	-0.3	-4.4%	-11.5%	1.5%	.	-6.0%	1.7%
O=C(NCC(c1ccco1)N1CCc2ccccc2C1)c1ccc(Br)cc1 (centres undefined)	4.5%	-0.5	-18.0%	-2.7%	-0.6%	-4.5	-5.9%	-2.6%
COc1ccc(-c2cn[nH]c2N)c(OC)c1	-3.4%	-4.0	13.8%	-1.3%	3.3%	.	2.6%	1.0%
Cc1ccc(-n2nc3c(=O)n(CC(=O)NCCCc4ccccc4)nc(C)c3c2C)cc1	9.3%	-0.5	1.8%	5.1%	-6.2%	-2.1	3.0%	0.7%
O=C(CCCC(=O)NN=Cc1ccccc1Cl)NN=Cc1ccccc1Cl	11.5%	0.7	-11.8%	2.8%	-6.8%	-1.8	-8.2%	.
O=C(CNC(=O)C1CCCCC1)NNC(=O)c1ccc(Cl)cc1Cl	0.6%	-0.8	-7.1%	2.2%	17.1%	3.4	-8.2%	?
Cc1cc(=O)[nH]c(SCC(=O)c2ccc(C)c(C)c2)n1	0.8%	-3.4	5.3%	-15.6%	6.7%	-2.1	7.9%	-0.5%
CC(=O)Nc1cccc(-c2cc(NC(C)=O)c3ncc(-c4ccccc4)n3c2)c1	-9.5%	-0.5	-7.6%	-16.7%	9.3%	-5.8	-2.1%[57.1 µM]	.
Nc1ccn(CCCN2CCN(Cc3cccc4ccccc34)CC2)c(=O)n1	-6.7%	-0.7	-15.1%	-3.8%	3.8%	-4.0	1.3%	.
Cc1ccc(Cl)cc1NC(=O)c1ccc(NC(=O)CCC(=O)O)cc1	-0.9%	0.9	0.0%	-2.0%	-2.3%	3.4	-9.0%	0.2%
O=C(c1cnsn1)N1CCC(CO)(Cc2cccc(F)c2)CC1	-0.7%	-2.9	-8.6%	-2.7%	6.1%	2.8	0.3%	-1.9%
Cc1cccc(NCN2C(=O)c3ccccc3C2=O)c1	0.0%	-2.1	5.9%	-6.1%	-1.2%	.	-0.1%[57.1 µM]	-0.5%
CCS(=O)(=O)c1nc(S(=O)(=O)c2ccc(Cl)cc2)c(N2CCC(O)CC2)s1	4.8%	0.1	4.6%	-14.1%	5.4%	5.1	7.6%	-1.9%
Cc1nc2ccccc2c(=O)n1NC(=O)c1ccc(Cl)c(Cl)c1	1.9%	-1.7	1.9%	-5.2%	0.0%	-0.3	2.3%	?
CC1(C)Cc2c(c(N3CCOCC3)nc3sc(C(=O)N4CCCCC4)c(N)c23)CO1	-8.4%	-2.9	3.4%	?	8.5%	-20.0	6.4%	-1.7%
O=C(NCC1(N2CCCCC2)CCCCC1)c1ccc(NS(=O)(=O)c2ccc(F)cc2)cc1	-3.5%	1.6	1.6%	0.4%	7.8%	-2.6	6.0%	-1.1%

Five entries already listed, sorted by the number in EPAC1 antag, high to low.
structure	EPAC1 antag
COc1ccc(-c2cn[nH]c2N)c(OC)c1	13.8%
Cc1nc2ccccc2c(=O)n1NC(=O)c1ccc(Cl)c(Cl)c1	1.9%
Cc1ccc(S(=O)(=O)NC(=O)C2(C)CCN2C(=O)c2ccc(C(F)(F)F)nc2C)cc1 (centres undefined)	-5.9%
O=C(CNC(=O)C1CCCCC1)NNC(=O)c1ccc(Cl)cc1Cl	-7.1%
COc1ccc(CC(=O)O/N=C(\N)c2ccccn2)cc1OC	-8.9%

(cont.)
SMILES	EPAC1 agonist	CCT chaperon mod	EPAC1 antag	PLK1 PBD block	EPAC2 antag	PI5P4Ka inh	WRN inhibitor	Mm-Cpn inhibitor
CC(=O)c1cccc(NC(=O)c2ccccc2-c2ccccc2C(=O)O)c1	-5.8%	-0.7	-21.9%	-1.5%	8.6%	0.2	2.4%	-0.1%
CC(C)(C)OC(=O)CNC(=O)c1nc[nH]c1C(=O)NCc1ccccc1	-4.8%	-0.2	-10.8%	-11.3%	3.1%	-2.5	-5.5%	-0.2%
Cc1ccc(C(=O)OCC(=O)Nc2cc(S(C)(=O)=O)ccc2Cl)cc1S(=O)(=O)N1CCCCC1	-1.8%	3.5	13.4%	0.0%	8.2%	6.5	-7.7%	2.3%
CSc1ccccc1NC(=O)c1noc2c1CCC2	-0.5%	1.9	-8.3%	?	5.2%	.	?	-1.5%

3 compounds already listed, sorted by molecular weight, rising.
SMILES	EPAC1 agonist	CCT chaperon mod	EPAC1 antag	PLK1 PBD block	EPAC2 antag	PI5P4Ka inh	WRN inhibitor	Mm-Cpn inhibitor
C#CCSc1nnnn1-c1cccc(Cl)c1	0.7%	-0.6	5.2%	1.9%	-21.7%	1.0	-1.2%	-0.8%
CC(=O)c1cccc(NC(=O)c2ccccc2-c2ccccc2C(=O)O)c1	-5.8%	-0.7	-21.9%	-1.5%	8.6%	0.2	2.4%	-0.1%
COc1ccc(CNC(=O)Cc2csc(Nc3nc(=S)[nH]c4ccccc34)n2)cc1	2.9%	0.6	2.7%	-9.1%	0.1%	-10.7	-6.8%	-20.9%

Some of the compounds tested. The share of hits here may be higher or lower than overall.
